Source: PubChem BioAssay
PREPL inh = PREPL enzyme inhibitors, primary screen, biochemical, fluorescence polarization. inhibition, % at 5.96 µM. Prolyl endopeptidase-like (Homo sapiens), Q4J6C6. recombinant PREPL, fluorescence polarization activity-based probe. hit rate 0.68% among 320,000; in the data active = inhibition above about 43%;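 also: 0% = enzyme with DMSO and 100% = wells lacking enzyme; many of its hits are not listed in these tables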
Target sequence (Q4J6C6 whole entry, looked up): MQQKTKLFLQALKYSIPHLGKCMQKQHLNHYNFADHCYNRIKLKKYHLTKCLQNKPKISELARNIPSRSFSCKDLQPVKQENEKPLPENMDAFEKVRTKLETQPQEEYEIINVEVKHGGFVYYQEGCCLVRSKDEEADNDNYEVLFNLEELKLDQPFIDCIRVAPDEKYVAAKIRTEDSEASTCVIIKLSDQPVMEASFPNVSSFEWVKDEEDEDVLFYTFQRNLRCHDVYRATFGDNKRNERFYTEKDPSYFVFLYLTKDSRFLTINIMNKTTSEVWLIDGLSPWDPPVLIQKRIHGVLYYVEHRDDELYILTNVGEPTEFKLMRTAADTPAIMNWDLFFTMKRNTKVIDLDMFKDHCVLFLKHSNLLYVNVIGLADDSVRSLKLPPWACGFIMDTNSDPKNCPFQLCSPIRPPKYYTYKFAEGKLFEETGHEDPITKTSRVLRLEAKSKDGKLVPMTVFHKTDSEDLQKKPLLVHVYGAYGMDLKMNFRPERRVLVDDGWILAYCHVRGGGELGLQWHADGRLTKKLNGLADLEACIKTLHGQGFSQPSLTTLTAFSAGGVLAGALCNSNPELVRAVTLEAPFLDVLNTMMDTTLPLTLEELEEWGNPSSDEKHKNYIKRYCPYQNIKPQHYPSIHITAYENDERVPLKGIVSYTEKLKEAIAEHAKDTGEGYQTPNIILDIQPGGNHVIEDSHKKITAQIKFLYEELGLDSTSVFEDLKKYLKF
LYPLA2 counter = LYPLA2 inhibitors, primary screen, counter-screen for PME1 inhibitor project, biochemical, fluorescence polarization, FP-Rh probe ABPP; recombinant LYPLA2; inhibition, % at 5.9 µM; hit rate 0.38% among 320,000;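 active = inhibition above the screen-wide mean plus 3 SD, limit set per campaign, cut at about 26% in these data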;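 also: 0% = LYPLA2 with DMSO and 100% = wells lacking LYPLA2 enzyme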
ZTA counter = blocks Epstein-Barr virus ZTA, an EBNA-1 counter-screen. ZTA-DNA binding, fluorescence polarization. inhibition, % at 11 µM. hit rate 0.15% among 320,000; in the data active = inhibition above about 33%
Target sequence (P03206 whole entry, looked up): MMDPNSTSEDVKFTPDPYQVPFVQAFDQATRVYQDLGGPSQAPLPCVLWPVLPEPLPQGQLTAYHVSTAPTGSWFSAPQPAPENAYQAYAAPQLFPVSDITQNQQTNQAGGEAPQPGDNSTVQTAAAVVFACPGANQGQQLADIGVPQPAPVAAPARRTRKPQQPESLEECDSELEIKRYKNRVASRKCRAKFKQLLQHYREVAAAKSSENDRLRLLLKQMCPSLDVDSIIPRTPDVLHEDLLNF
pPAFAH inh = pPAFAH enzyme inhibitors, primary screen, biochemical, fluorescence polarization, human; AID 463082, 2010; inhibition, % at 3.39 µM; hit rate 1.5% among 330,000; recombinant pPAFAH, FP-rhodamine probe fluorescence polarization;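 active = inhibition above the mean inhibition across the screen plus 3 SD, cut at about 25% in these data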;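 also: inhibitors block binding of the rhodamine activity-based probe so polarization drops; 0% = enzyme with DMSO and 100% = wells lacking pPAFAH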
PAFAH1B2 inh = PAFAH1B2 enzyme inhibitors, primary screen, biochemical, fluorescence polarization, human; Platelet-activating factor acetylhydrolase IB subunit alpha2 (Homo sapiens), P68402; recombinant PAFAH1B2, FP-rhodamine activity probe; inhibition, % at 3.39 µM; hit rate 1.2% among 340,000; AID 492953, 2010;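 active = inhibition above the mean of all tested compounds plus 3 SD, cut at about 24% in these data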;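 also: 0% = enzyme with DMSO and 100% = wells lacking PAFAH1B2; many of its hits are not listed in these tables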
LYPLA1 counter = LYPLA1 inhibitors, primary screen, counter-screen for PME1 inhibitor project, biochemical, fluorescence polarization, FP-Rh probe ABPP; Acyl-protein thioesterase 1 (Homo sapiens), O75608; recombinant LYPLA1; inhibition, % at 5.9 µM; hit rate 0.16% among 320,000;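 active = inhibition above the mean of all tested compounds plus 3 SD, set per campaign, cut at about 14% in these data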;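 also: inhibitors block serine hydrolase probe labeling of LYPLA1 so polarization falls; 0% = enzyme with DMSO and 100% = wells lacking LYPLA1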
EBNA-1 inh = EBNA-1 DNA-binding inhibitors, primary screen, biochemical, fluorescence polarization; AID 1950, 2009; hit rate 0.34% among 300,000; inhibition, % at 14.8 µM; in the data active = inhibition above about 28%
PAFAH2 inh = PAFAH2 enzyme inhibitors, primary screen, biochemical, fluorescence polarization, human; AID 492956, 2010; hit rate 0.99% among 340,000; recombinant PAFAH2, FP-rhodamine activity probe; Platelet-activating factor acetylhydrolase 2, cytoplasmic (Homo sapiens), Q99487; inhibition, % at 3.39 µM;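 active = inhibition above the mean over all tested compounds plus 3 SD, cut at about 30% in these data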;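 also: inhibitors block probe labeling of enzyme so polarization drops; 0% = enzyme with DMSO and 100% = wells lacking PAFAH2 protein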
PAFAH1B3 FP inh = PAFAH1B3 enzyme inhibitors, primary screen, biochemical, fluorescence polarization, human. recombinant PAFAH1B3, FP-rhodamine probe. Platelet-activating factor acetylhydrolase IB subunit alpha1 (Homo sapiens), Q15102. inhibition, % at 3.39 µM. hit rate 0.28% among 340,000. AID 492972, 2010;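 active = inhibition above the screen-wide average of all tested compounds plus 3 SD, cut at about 25% in these data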;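 also: 0% = enzyme with DMSO only and 100% = wells lacking PAFAH1B3 protein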
Active calls of the source: *; x = no result given.

SMILES,PREPL inh,LYPLA2 counter,ZTA counter,pPAFAH inh,PAFAH1B2 inh,LYPLA1 counter,EBNA-1 inh,PAFAH2 inh,PAFAH1B3 FP inh
CC(c1ccccc1)N1C(=O)c2ccccc2C1O (centres undefined),8,-3,13,-2,1,3,-1,9,5
Cn1ccnc1C(O)(c1nnc(-c2ccccc2)o1)C(F)(F)F (centres undefined),-2,-6,-6,0,4,-2,3,0,9
c1ccc2nc3c(nc2c1)c1ccccc1n3CCN1CCOCC1,-16,-3,-1,6,2,0,6,6,4
O=C(NCCN1CCOCC1)C(=O)NCC1CCCO1 (centres undefined),1,-1,-9,0,-4,0,1,-4,1
O=C(CNCc1ccccc1)NCCCN1CCCC1=O,3,-5,14,4,8,0,5,4,8
O=C(CSc1ncnc2ccccc12)NCC(=O)c1ccccc1,-3,8,7,7,6,2,14,2,-3
Cc1ccc(NS(=O)(=O)c2ccc(Cl)c(C(=O)Nc3cccc(C(=O)O)c3)c2)cc1,-1,-3,11,11,8,-2,5,4,7
CCOC(=O)CN1C(=O)C(=O)N(Cc2ccccc2F)C1=O,0,2,9,6,-3,1,-1,-9,7
CCCCOC(=O)CSC1=C(C#N)C(c2cccnc2)C(C(=O)OCC)=C(c2ccccc2)N1 (centres undefined),-7,-4,-6,6,1,-4,0,4,-3
CC(NC(=O)CCc1nnc(-c2ccc(-c3ccccc3)cc2)o1)c1nccs1 (centres undefined),9,4,-5,4,3,-3,-6,2,5
COc1cc(/C=C2/NC(=O)N(Cc3ccccc3F)C2=O)cc(OC)c1O,-9,-8,-1,5,0,3,-4,11,11
Cc1ccc(S(=O)(=O)N2CCCCC2)cc1NC(=O)Cc1c[nH]c2ccccc12,13,-9,0,5,2,-9,-9,7,-8
O=C(Nc1ccccc1)NC1(C(=O)N2CCC(O)CC2)CCCCC1,0,-3,5,-2,1,3,-3,3,2
CC(NC(=O)CCC(=O)c1ccc(F)cc1)C1CC2CCC1C2 (centres undefined),14,4,16,3,6,-1,6,16,6
Cc1ccc(C(CC(N)=O)c2ccco2)cc1 (centres undefined),-1,1,-2,3,1,-1,1,0,4
CCOc1ccc(S(=O)(=O)N2CCC(C(=O)NC3CCCC3)CC2)cc1,5,-4,-13,7,0,0,-13,-1,7
CC1(c2nnc(-c3cccc(Cl)c3)o2)CC(c2c(Cl)cccc2Cl)=NO1 (centres undefined),-10,-3,-9,1,-2,-3,9,-6,2
O=C(Cc1noc2ccccc12)NNC(=S)Nc1ccccc1,6,-3,-17,-3,-1,5,-13,2,2
Cc1occc(=O)c1OCc1c(F)cccc1Cl,11,-10,7,-3,6,-2,-3,-3,2
Cc1cc(NC(=O)c2cc(S(=O)(=O)N3CCCCC3)ccc2C)no1,12,x,x,4,8,x,x,4,17
Cc1ccc2nc(C)cc(C(=O)Nc3nccs3)c2c1,4,3,2,2,5,2,9,3,8
Cc1ccc(N2C3=C(C(=O)CC(C)(C)C3)C(c3cn(C)nc3C)C3=C2CC(C)(C)CC3=O)cc1,14,0,-10,27*,6,3,0,4,1
Cc1cc2oc(C(=O)NCCc3ccc(S(N)(=O)=O)cc3)c(C)c2cc1C,1,-32,11,1,-6,-22,26,-7,-13
CC(=O)c1nn(-c2cccc(Cl)c2)cc1C(=O)c1ccco1,-1,6,11,23,2,-2,4,0,3
CCCc1cc(=O)[nH]c(NCCc2ccccc2)n1,-1,-5,-22,4,6,1,-3,6,2

Single records, from the list above. Screens in order: PREPL inh	LYPLA2 counter	ZTA counter	pPAFAH inh	PAFAH1B2 inh	LYPLA1 counter	EBNA-1 inh	PAFAH2 inh	PAFAH1B3 FP inh
`CC1(c2nnc(-c3cccc(Cl)c3)o2)CC(c2c(Cl)cccc2Cl)=NO1` (centres undefined) in the list: -10	-3	-9	1	-2	-3	9	-6	2
`CC(NC(=O)CCc1nnc(-c2ccc(-c3ccccc3)cc2)o1)c1nccs1` (centres undefined) in the list: 9	4	-5	4	3	-3	-6	2	5

Next entries
SMILES,PREPL inh,LYPLA2 counter,ZTA counter,pPAFAH inh,PAFAH1B2 inh,LYPLA1 counter,EBNA-1 inh,PAFAH2 inh,PAFAH1B3 FP inh
Fc1ccc(-c2nnc(CSc3nnc4ccccn34)o2)cc1,4,1,-3,0,-5,4,0,-9,0
Cc1ccc(O)c(NC(=O)C2CCCN2C(=O)OCc2ccccc2)c1 (centres undefined),-6,-2,-12,-2,8,-1,-6,4,6
Cc1cc(C(F)(F)F)nn1CC(=O)N(C)C1CCCCC1,2,0,9,0,5,-1,0,-2,4
Cc1cc(OCC(O)CN2CCc3ccccc3C2)cc(C(C)C)c1 (centres undefined),13,-3,-6,5,2,-2,-5,-6,0
CCOc1cc(/C=N/N2C(=O)NC3(CCCCC3)C2=O)cc(Br)c1O,-5,-4,7,5,8,-1,4,0,3
Cc1cccc(NC(=S)NNC(=O)c2csc3c2CCC(C)C3)c1 (centres undefined),8,5,-1,27*,9,-2,2,17,20
CCCCNC(=O)CCCCn1c(=S)[nH]c2c([nH]c3ccc(OC)cc32)c1=O,8,-10,-14,0,3,-6,1,-1,2
CCCCN1CCc2c([nH]c3c(C)cccc23)C1=O,-8,9,12,4,8,3,4,7,4
Cc1cccc(C)c1OCC(=O)N(Cc1ccco1)C1CCS(=O)(=O)C1 (centres undefined),12,-2,22,4,2,-1,6,1,8
COc1ccccc1CNC(=O)c1cc2c(C)nn(Cc3ccc(F)cc3)c2s1,-5,-15,-21,-6,1,-14,-3,-8,1
CCN1CCN(C(=O)CN(CC)S(=O)(=O)c2ccc(F)cc2)CC1,0,2,-17,6,2,0,0,-2,7
Brc1ccc(CNCc2cccs2)cc1,-4,-5,-3,3,0,-1,3,-7,4
CCC(CC)NCc1ccc2c(c1)c1ccccc1n2CC,5,0,7,3,-1,-1,4,-4,1
O=C(Nn1c(SCc2ccc([N+](=O)[O-])cc2)nc2ccccc2c1=O)c1ccc(F)cc1,-24,-37,-10,-10,3,-24,6,-14,-12
Cc1cccc(-n2c(C)nc3c(cnn3-c3ccc(F)cc3)c2=O)c1,7,0,-2,0,5,-5,9,8,0
CC1Cc2ccccc2N1CC(=O)Nc1ccc(N2CCOCC2)cc1 (centres undefined),6,1,13,6,1,0,3,-7,-1
CS(=O)(=O)N1CCC(C(=O)Nc2cccc(C(F)(F)F)c2)CC1,-7,-4,-2,-4,-1,-3,-12,3,2
COC(=O)c1ccccc1N/C=C1\CCc2c(c(C)nn2-c2ccccn2)C1=O,26,0,-10,0,1,-1,8,9,7
CC(C)c1ccc(NC(=O)C2CSC3(C)CCC(=O)N23)cc1 (centres undefined),5,5,-4,-3,-1,1,-2,2,13
CN(C)CCNC(=O)NC1CCCCC1,1,2,5,3,-2,1,5,-5,-5
O=C(COC(=O)c1ccccc1Br)Nc1ccc2[nH]c(=O)[nH]c2c1,26,-1,-4,7,5,-3,-2,-1,0
COc1ccccc1OCCNC(=O)c1ccc(Br)cc1,0,-2,7,3,1,0,0,3,4
O=C(NC1CCCCC1)N1CCCCCCC1,3,2,-11,-4,6,-3,-15,-1,10
O=C(CSc1cccc(C(F)(F)F)c1)Nc1cc(S(=O)(=O)N2CCCC2)ccc1Cl,0,-15,-7,10,8,-7,11,3,12
COC(=O)CCCC(=O)NCC1(N(C)Cc2ccccc2)Cc2ccccc2C1,0,1,0,6,3,0,-6,6,12
Cc1cc(C)cc(NC(=O)c2ccc(CSc3nnnn3C)cc2)c1,5,17,-29,7,0,4,-4,-1,3
Cc1ccc(C(=O)CCC2CCCCC2=O)cc1 (centres undefined),0,6,12,1,6,-3,4,3,14
Cn1c(CNC(=O)CNS(=O)(=O)c2ccccc2)cc(=O)n(C)c1=O,2,-1,9,-2,0,2,13,9,-4
C=C1SC(=Nc2ccccc2Cl)N(C(=O)c2sc3ccccc3c2Cl)C12CCCCC2,-4,3,8,-2,x,1,9,x,x
CCC(Oc1cccc(C)c1)C(=O)Nc1ccccc1C(=O)N1CCOCC1 (centres undefined),5,-5,8,8,1,-3,2,1,0
CN(C)c1ccc(/C=N/NC(=O)CNC(=O)c2ccncc2)cc1,2,-5,10,4,7,-1,10,1,7
CCn1c(SCC(=O)Nc2ccc(C(=O)OC)cc2)nc2cccnc21,-7,5,-16,-2,4,-3,7,-3,4
Cc1cc2c(cc(C(=O)N3CCC(C(=O)NC4CCCC4)CC3)n2Cc2c(F)cccc2Cl)o1,23,-3,-2,-1,4,2,2,64*,-2
O=C(O)/C=C\C(=O)NCc1ccccc1,1,-5,-9,4,2,1,2,3,8
Nc1cccnc1Oc1ccc(F)cc1,0,2,16,5,-1,1,3,1,-7
C=C(C)COc1ccc(-c2[nH]ncc2-c2ccccc2OC)c(O)c1,16,-3,-4,1,3,-3,-13,9,2
Cc1nc(-c2ccc(S(=O)(=O)NCc3cccnc3)s2)cs1,2,1,8,4,9,1,-10,1,4
CCCc1c(C(=O)N/N=C/c2cccnc2)nnn1-c1nonc1N,17,-7,-11,1,5,-1,-14,5,8
CCCC(=O)N1c2ccc(-c3csc(N)n3)cc2CC1C (centres undefined),0,2,10,6,3,5,13,4,-7
O=C1NC2=C(CCc3ccccc32)C(c2ccc(Br)cc2)N1 (centres undefined),16,6,-23,6,8,-2,1,2,7
COC(=O)c1[nH]c2cccc(OC)c2c1NC(=O)CN1CC2(C)CC1CC(C)(C)C2 (centres undefined),9,-4,-10,-1,3,3,-7,-8,13
CCOc1ccccc1NC(=O)CN(c1cc(C)cc(C)c1)S(=O)(=O)c1c(C)noc1C,-3,0,9,2,4,-2,-4,2,1
O=C(NCc1ccccc1CN1CCCCC1)c1ccc(Cl)cc1N1CCCC1=O,-63,2,-6,2,0,-2,x,-6,14
O=C(COC(=O)c1cccc(S(=O)(=O)N2CCc3ccccc3C2)c1)NCc1ccco1,-13,-7,-10,23,10,-1,4,-1,1
CC(C)(C)C1CCC(=NNC(=O)CN(c2ccccc2)S(=O)(=O)c2ccccc2[N+](=O)[O-])CC1 (centres undefined),6,-8,-20,-2,4,-6,0,1,2
Cc1ccc(S(=O)(=O)Nn2c(C)nnc2-n2nc(C)cc2C)cc1,14,4,-3,2,1,2,-11,7,7
COc1ccc(N(CN2C(=O)C3C4C=CC(C4)C3C2=O)C(=O)c2ccco2)cc1 (centres undefined),-9,8,-7,8,2,4,-2,4,8
Oc1ccc(C=NC2CCCCC2)c(O)c1,4,-2,11,-3,2,-3,-18,3,6
C=CCNC(=S)Nc1ccc(OC)c(S(=O)(=O)N2CCOCC2)c1,-5,0,-3,3,2,2,-2,-1,1
Cc1nc(C)c(C(=O)Nc2ccc(C)c(F)c2)o1,-1,-8,11,10,2,-7,12,-1,4
COC(=O)CC1C(=O)NCCN1C(=O)CSc1nnc(Nc2ccc(OC)cc2)s1 (centres undefined),11,1,-12,3,8,4,-8,5,10

A portion of the library. The share of hits here may be higher or lower than overall.
